# From PubChem
# Pol kappa inh: DNA polymerase kappa (human) inhibition. Q9UBT6. purified Pol kappa, fluorescent DNA synthesis assay, 10 min. Potency, µM (highest dose often 107 µM), without a hit: at the highest dose activity, negative = inhibition, usual class: inhibitors. 400,000 tested, 0.53% active; also: potency is read from the fitted curve at half-maximal effect; % is scaled to controls: 0 for no effect and ±100 for the full control effect
# Target sequence (Q9UBT6 whole entry, looked up): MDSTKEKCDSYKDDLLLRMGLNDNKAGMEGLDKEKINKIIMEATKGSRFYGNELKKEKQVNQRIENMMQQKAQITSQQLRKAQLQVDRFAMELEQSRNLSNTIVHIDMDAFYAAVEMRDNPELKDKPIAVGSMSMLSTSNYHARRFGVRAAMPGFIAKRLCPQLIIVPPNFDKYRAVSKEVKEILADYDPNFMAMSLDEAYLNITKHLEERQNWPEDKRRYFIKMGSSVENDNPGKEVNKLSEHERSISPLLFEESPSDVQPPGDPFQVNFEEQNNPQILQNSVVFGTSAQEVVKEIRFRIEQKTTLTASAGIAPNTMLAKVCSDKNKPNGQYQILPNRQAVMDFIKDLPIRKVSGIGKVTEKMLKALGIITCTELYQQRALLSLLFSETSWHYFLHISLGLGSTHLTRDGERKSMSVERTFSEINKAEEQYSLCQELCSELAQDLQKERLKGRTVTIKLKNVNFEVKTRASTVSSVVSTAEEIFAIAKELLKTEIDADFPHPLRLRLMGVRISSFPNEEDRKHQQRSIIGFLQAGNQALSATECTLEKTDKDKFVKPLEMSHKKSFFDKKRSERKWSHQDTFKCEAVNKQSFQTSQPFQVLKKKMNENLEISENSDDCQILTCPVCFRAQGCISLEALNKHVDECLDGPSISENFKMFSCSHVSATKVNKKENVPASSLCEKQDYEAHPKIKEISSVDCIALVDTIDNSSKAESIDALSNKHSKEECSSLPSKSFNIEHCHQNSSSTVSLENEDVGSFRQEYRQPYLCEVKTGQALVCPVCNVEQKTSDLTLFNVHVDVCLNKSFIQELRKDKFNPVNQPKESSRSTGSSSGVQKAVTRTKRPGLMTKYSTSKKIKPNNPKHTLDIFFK
#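 Activity was followed as the change in fluorescence between reads at 0 and 10 min after starting the reaction with 50 nM substrate. Beforehand, 10 nM polymerase had been preincubated with compound for 15 min at room temperature.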
# ERG Ets-DNA blk: inhibitors of human ERG Ets domain-DNA interaction | P11308 | fluorescence polarization, His-ERG Ets domain / labelled DNA | Potency, µM (highest dose often 76.9 µM), inactives show at the top dose FP activity, negative = inhibition, usual class: inhibitors | 370,000 tested, 0.028% active; active = well fitted inhibition curve with a large enough effect in the polarisation, with a control signal flat; inconclusive = small, poorly fitted or top-dose-only effect, or effect the other way, or a change in a side signal; inactive = no such curve, though single readings can be large or run the other way; the % refers to the polarisation;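 also: polarization taken with two DNA probes labelled with fluorescein and Texas red; potency is read from the fitted curve at half-maximal effect; % of control where 0% means no effect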
#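 His-tagged ERG Ets domain (1 uM in the protein solution; 300mM KCl, 50mM Tris-HCl, 1mM EDTA, 1mM DTT, pH 7.5) received compound, then a probe mix of 5 nM fluorescein-DNA and 100nM Texas-615-DNA. Fluorescence polarization was read for both dyes.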
# APEX1 inh: APE1 (human) endonuclease inhibition | P27695 | recombinant APE1, TAMRA/BHQ-2 abasic DNA cleavage fluorescence | Potency, µM (doses to about 65.8 µM), for inactives: at the top dose activity change, negative = inhibition, hits mostly inhibitors | 350,000 tested, 0.35% active;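 also: potency is read from the fitted curve at half-maximal effect; plate controls were vehicle for no effect and reference inhibitor for full effect; nearly all actives have a fitted effect of over 55% in size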
#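 Enzyme (0.75 nM final) and test compound are incubated 15 min at room temperature before adding 50 nM quenched THF abasic-site duplex. Cleavage dequenches TAMRA, followed at 525/598 nm over three reads one minute apart.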
# POLB inh: blocks human DNA polymerase beta activity. 340,000 tested, 1.3% active. Potency, µM (top dose mostly 114 µM), inactives show at the top dose activity change, negative = inhibition, usual class: inhibitors. P06746. Pol beta primer extension/strand displacement, fluorescence kinetic; also: potency is read from the fitted curve at half-maximal effect; % is scaled to controls: 0 for no effect and ±100 for the full control effect
#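 10 nM enzyme + cpd, 15 min RT; start with substrate 50 nM final; read 0 min and after 10 min RT. Corrected, normalized data; 4-parameter Hill curve fit.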
# 12-LOX inh: ALOX12 (human) lipoxygenase inhibition | P18054 | purified 12hLO, xylenol orange hydroperoxide absorbance | Potency, µM (doses to about 108 µM), for inactives: at the top dose activity change, negative = inhibition, hits mostly inhibitors | 580,000 tested, 1.1% active | AID 1671190; also: potency is read from the fitted curve at half-maximal effect; % is scaled to controls: 0 for no effect and ±100 for the full control effect
#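 Hydroperoxide product was detected by ferrous iron/xylenol orange as the 573 to 405 nm absorbance ratio. Arachidonic acid at 40 uM (final) was turned over for 30 min at room temperature by 150 nM human 12hLO, pH 7.0 Hepes buffer, after 15 min compound preincubation.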
# LDHA block: LDHA (human) enzyme inhibition; P00338; purified LDHA, NADH/diaphorase-resazurin fluorescence; hits give low values; activity change, % (values are at about 110 or 230 µM); 480,000 tested, 0.15% active; AID 1347041; in the data active = activity change below about -30%; inconclusive = mostly about -25% to -30%;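 also: plate controls were DMSO wells for no effect and wells without enzyme for full effect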
#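 Enzyme activity of human lactate dehydrogenase 5 (2 nM; 0.06 mM NADH, 0.2 mM pyruvate, 5 min, RT) is measured via a resazurin/diaphorase fluorescence readout of residual NADH.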
# RGS4 inh: blocks human RGS4-accelerated GTP hydrolysis | P49798 | Transcreener GDP fluorescence polarization, RGS4-accelerated GTP hydrolysis | Potency, µM (titrated, usually from 114 µM), inactives show top-dose activity change, negative = inhibition, hits mostly inhibitors | 390,000 tested, 0.039% active | AID 504845; also: potency is read from the fitted curve at half-maximal effect; % is scaled to controls: 0 for no effect and ±100 for the full control effect; nearly all actives have a fitted effect of over 75% in size; some results filed as inactive show a strong effect at the top dose
#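 MLSMR compounds (23 nl, pin-transferred) preincubated 10 min at room temperature with a 500nM (2x) first reagent, then RGS4 at 900nM (2x) plus Transcreener GDP mix added; fluorescence polarization (620/688 nm) read before and after 90 min at 30 °C.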
# Apoferritin bind: binds horse apoferritin like a general anesthetic; Potency, µM (series often up to 77.5 µM), without a hit: at the top dose activity change, negative = displacement, actives largely listed as inhibitors; apoferritin/1-aminoanthracene competitive binding, fluorescence; AID 485281; 350,000 tested, 0.074% active; P02791; also: potency is read from the fitted curve at half-maximal effect; % is scaled to controls: 0 for no effect and ±100 for the full control effect; nearly all actives have a fitted effect of over 20% in size
# Target sequence (P02791 2-175 limits assumed): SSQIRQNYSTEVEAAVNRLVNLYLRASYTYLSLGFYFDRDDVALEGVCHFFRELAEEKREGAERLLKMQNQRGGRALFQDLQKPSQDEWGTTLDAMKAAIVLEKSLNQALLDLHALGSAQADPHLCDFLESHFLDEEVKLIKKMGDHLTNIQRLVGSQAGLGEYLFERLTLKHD
#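 Apoferritin-based anesthetic binding model; compound displacement of fluorescent 1-AMA measured as endpoint fluorescence after 10 minutes at room temperature, scaled to free-ligand and complex controls.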
# Pol eta inh: inhibitors of human DNA polymerase eta. Q9Y253. AID 588591. recombinant Pol eta, fluorescent DNA replication assay. Potency, µM (doses to about 114 µM), for inactives: top-dose activity change, negative = inhibition, actives largely listed as inhibitors. 390,000 tested, 1.2% active; also: potency is read from the fitted curve at half-maximal effect; % is scaled to controls: 0 for no effect and ±100 for the full control effect
#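 Pol eta (10 nM) was preincubated with compounds for 15 min at room temperature, after which fluorescent replication substrate (50 nM final) was added to start the reaction. Fluorescence was read kinetically at 0 and 10 min.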
# Starred values were filed as active, the others as inactive; u = inconclusive; x = not tested or not shown; [ ] = another dose, or the depositor's remark. Unless noted, calls follow the shape of the dose curve; as a rule, active = well fitted curve in the direction sought with a large enough effect; inconclusive = small, poorly fitted or top-dose-only effect, or another doubt; inactive = no such curve, though single readings can be large; an effect the other way counts as inactive or inconclusive. This is a subset, so the mix of outcomes need not match the whole.
SMILES,Pol kappa inh,ERG Ets-DNA blk,APEX1 inh,POLB inh,12-LOX inh,LDHA block,RGS4 inh,Apoferritin bind,Pol eta inh
CC1CCN(C(=O)CSc2nnc(Cc3ccccc3)o2)CC1,6%,10%,-3%,-25%,192%[activator],-4,10%,1%,-4%
O=C(CN1C(=O)NC2(CCCC2)C1=O)Nc1ccccc1N1CCCC1,6%,5%,22%,0%,-3%,3,9%,-6%,-3%
CCCNC(=O)CSC1=N/C(=C/c2ccc(F)cc2)C(=O)N1CC,-6%,5%,-10%,17%,-16%,-8,16%,-4%,1%
CC1(c2ccccc2)NC(=O)N(CC(=O)Nc2ccc(S(=O)(=O)Nc3ncccn3)cc2)C1=O (stereo not given),-8%,-3%,25%,x,u,-8,15%,x,-10%
O=C(O)CCc1nc2cccnc2n1Cc1ccccc1,-10%,-21%,-1%,29%,-22%,3,-7%,-11%,-3%
CC(C)CN1C(=O)c2ccc(C(=O)NCc3ccc4c(c3)OCO4)cc2C1=O,0%,2%,0%,13%,0%,-8,7%,-12%,5%
COc1cccc(CNC(=O)Nc2cccs2)c1,-13%,-13%,-4%,-1%,u,-11,21%,-20%,-5%
CN(Cc1nccs1)C(=O)C1CCC(=O)N(CCCc2ccccc2)C1 (stereo not given),-22%,-8%,31%,-3%,-14%,-5,-27%[56.9 µM],-7%,1%
Cc1ccc(OCCOC(=O)c2nc3nccc(C)n3n2)cc1,-15%,-2%,-4%,37%,-5%,-4,u,-13%,-4%
CC1Cc2ccccc2N1CC(=O)N(C)c1c(N)n(Cc2ccccc2)c(=O)[nH]c1=O (stereo not given),-15%,u,10%,x,u,-1,4%,x,-8%
COc1ccccc1NC(=O)CSc1nnc(C)n1CC1CCCO1 (stereo not given),-7%,-1%,1%,21%,102%[activator],0,-1%,39%[activator],1%
N#Cc1cnn(-c2ccccc2)c1NC(=O)CN1CCOCC1,9%,27%,4%,2%,u,-9,-4%,0%,-10%
CC(Oc1ccccc1)C(=O)N=C1SC2CS(=O)(=O)CC2N1c1ccc(F)cc1 (stereo not given),-8%,4%,0%,50%[activator],27%,-5,4%,-8%,-10%
O=C1OC(c2ccc(Cl)cc2)=N/C1=C\c1cccnc1,-8%,-8%,-2%,-2%,-2%,-5,u,-10%,2%
O=c1oc2ccccc2cc1-c1nc(-c2cccs2)no1,-17%[60.1 µM],-1%,x,-9%,-15%,1,-16%,2%,-9%
CCOc1cc(NC(=S)NCCCN2CCOCC2)c(OCC)cc1NC(=O)c1ccc(C)cc1,-12%,0%,2%,0%,u,31,17%,u,-1%
Cc1c(/C=N/NC(=O)C(NC(=O)c2ccc3c(c2)OCO3)C(C)C)c2ccccc2n1C (stereo not given),-6%,x,-4%,21%,9%,-3,-12%,-17%,-13%
CC(C)(SC(=S)N1CCCCCC1)C(=O)O,-6%,12%,4%,1%,1%,0,-2%,-9%,-12%
CC(C)Oc1ccc(C2CC(=O)N(c3cccc(/C=C/C(=O)O)c3)C2=O)cc1 (stereo not given),0%,3%,13%,1%,11%,0,0%[56.9 µM],-16%,-4%
CCCCC1CCC(C(=O)NCc2ccc3c(c2)OCO3)CC1 (stereo not given),-3%,0%,2%,10%,-3%,-7,-6%,5%,-10%
COc1ccc(NS(=O)(=O)c2cccc(C(=O)OCC(=O)NC3CC3)c2)cc1,-14%,6%,-6%,-6%,u,-10,5%,-8%,-16%
Cc1c(CCC(=O)NCCCn2ccnc2)c(=O)oc2c(C)c3oc4c(c3cc12)CCCC4,4%,-3%,-16%,25%,x,1,-12%,-9%,-2%
O=C(CSc1nc2ccccc2o1)NCc1ccco1,2%,13%,2%,5%,-3%,-3,6%,-13%,-12%
CNC(=O)C1CCN(S(=O)(=O)c2c(C)noc2/C=C/N(C)C)CC1,-9%,-12%,69%[activator],13%,9%,-3,-76%[56.9 µM],-2%,-21%
O=C(Oc1ccccc1)n1c(=S)oc2ccccc21,-7%,-13%,-15%,-27%,u,-3,-15%,-6%,-12%
Cc1ccccc1N1CCN(C2CCCN(C(=O)c3csc(C(C)C)n3)C2)CC1 (stereo not given),-6%,6%,16%,19%,3%,-1,-10%,-13%,-9%
COC(C(=O)Nc1c(F)cccc1F)c1ccccc1 (stereo not given),3%,-6%,-1%,1%,-6%,1,u,u,-13%
Cc1cccc(C(=O)NCCN2CCN(c3ccccc3)CC2)c1,-1%,-4%,-1%,18%,u,1,-15%,-6%,-14%
CCOC(=O)C1=C(O)/C(=C/c2cn(CC(=O)NCC3CCCO3)c3ccccc23)SC1=Nc1ccc(C)cc1 (stereo not given),-18%,-13%,x,x,x,-5,-8%[56.9 µM],x,14µM*
O=C(NC1=NCCS1)c1sc2cc(Cl)cc(Cl)c2c1Cl,1%,4%,-1%,10%,-2%,-6,5%,5%,-13%
CCN1C[C@@H]2[C@@H]3C(=O)N(Cc4ccccc4)C(=O)[C@@H]3[C@](Cc3ccccc3)(C1=O)N2C(=O)c1ccc(Cl)c(Cl)c1,-1%,16%,x,x,5%,3,-10%,x,-27%
OCCCn1c(C(CO)Nc2nc(-c3ccc(Cl)cc3)cs2)nc2ccccc21 (stereo not given),2%,1%,x,x,-20%,-1,-6%,x,-8%
CC(C)CN(C(=O)COC(=O)CNC(=O)c1ccccc1F)C1CCS(=O)(=O)C1 (stereo not given),1%,-15%,-4%,29%,-2%,-18,19%,0%,-7%
Cc1ccc(C(=O)Nc2ccc(Cl)cn2)cc1S(=O)(=O)N1CCOCC1,2%,2%,9%,-1%,-4%,-2,8%,-9%,2%
Cn1cnc2c(=O)oc3ccc(S(=O)(=O)N4CCN(c5ccccc5F)CC4)cc3c21,4%,-3%,x,27%,-24%,-13,-1%,-10%,6%
COC(=O)C1CC(=O)N(Cc2ccccc2)C1 (stereo not given),-4%,3%,8%,33%,227%[activator],-10,10%[56.9 µM],-1%,-6%
COc1ccc(-n2ccnc2CN2CCCC(CO)(Cc3cccc(OC)c3)C2)cc1 (stereo not given),-19%,-1%,11%,0%,-14%,-4,-1%,-4%,-5%
O=C1C2C3CC(C(Br)C3Br)C2C(=O)N1c1nccs1 (stereo not given),0%,1%,x,x,355%[activator],-3,14%,x,-11%
O=C(Cn1ccc2cc(S(=O)(=O)N3CCCCCC3)ccc21)NCc1ccccc1Cl,-2%,-2%,x,7%,-9%,-2,9%,148%[activator],-3%
CSc1nc(C)cc(/C=C\c2ccccc2)c1C#N,-13%,-8%,-4%,22%,u,-12,-17%,3%,-10%
C=C1C(C(=O)N2CCN(C)CC2)C1C(=O)N1CCN(C)CC1 (stereo not given),2%,7%,2%,12%,12%,-2,9%,-8%,2%
O=S(=O)(NC1CCCC1)c1ccc(S(=O)(=O)NC2CCCC2)cc1,-7%,x,1%,36%,16%,-5,15%,u,-16%
Cc1ccc(OCC(=O)N2CCC(C)CC2)c([N+](=O)[O-])n1,-9%,21%,31%,x,u,-1,-14%,x,-18%
O=S(=O)(Nc1ccc2oc(-c3ccccc3)nc2c1)c1ccccc1,-7%,x,u,0%,2%,-2,27%,u,-8%
CC(=O)NCCCc1c[nH]c2ccc(Cl)cc12,1%,3%,25%,51%,0%,-6,-21%,-15%,2%
COc1cccc(CN2C[C@]34C=C[C@@H](C[C@@H]3S2(=O)=O)O4)c1,-9%,-7%,u,-17%,-2%,-11,27%,4%,-9%
O=C(NC1(C(=O)NC2CCCC2)CCCCC1)c1ccc2c(c1)OCO2,-7%,-14%,-5%,2%,0%,-2,25%,-5%,6%
CCOC(=O)C(C)Oc1cccc2c(=O)n(CC(=O)N3CCc4ccccc43)ccc12 (stereo not given),-6%,4%,4%,2%,11%,-6,-11%,-5%,-6%
Cc1c(Cl)cccc1NC(=O)CSc1nc(=O)[nH]c2c1CCCC2,-13%[60.1 µM],0%,x,-14%,-17%,-12,15%,-7%,-7%
Cc1cccc(/C=N/NC(=O)c2cc(Br)ccc2OCc2ccccc2)n1,-16%,2%,28%,45µM*,-7%,-4,-40%,-19%,-24%
CCCCN1CCC(CN2C(=O)C(=O)NC[C@@H]2Cc2ccccc2)CC1,21%,15%,x,x,-26%,4,4%,x,-11%
Nc1ccc(C(=O)OCc2nc3ccccc3s2)cc1,-21%,-1%,-3%,-2%,-4%,-1,12%,-12%,-16%
COc1ccc(-c2ccc(C#N)c(OC(=O)c3c(Cl)cccc3Cl)n2)cc1,1%,4%,4%,12%,0%,-8,6%,-8%,1%

# Part of the list above, reduced to RGS4 inh, LDHA block and Pol kappa inh.
Molecule,RGS4 inh,LDHA block,Pol kappa inh
COc1cccc(CN2C[C@]34C=C[C@@H](C[C@@H]3S2(=O)=O)O4)c1,27%,-11,-9%
COc1ccc(-c2ccc(C#N)c(OC(=O)c3c(Cl)cccc3Cl)n2)cc1,6%,-8,1%
